Source: PubChem
PG9 binder: small molecules binding HIV-1 gp120 antibody PG9; TR-FRET gp120-PG9 antibody binding; inhibition, % at 6.7 µM; hit rate 0.43% among 360,000; AID 624416; in the data active = inhibition above about 8.5%
PLCb3 inh: blocks human PLC-beta3 enzyme activity; hit rate 0.18% among 370,000; inhibition, % at 12.2 µM; AID 720704; Purified PLC-beta3, fluorogenic substrate, fluorescence; in the data active = inhibition above about 11%;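 note: 0% = median of compound wells on plate and 100% = full blocker control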
hgDAF12 agonist: hgDAF-12 agonism, primary luciferase screen; HEK293 GAL4-hgDAF12 UAS-luciferase reporter, agonist luminescence; normalized to butyrate control; hit rate 1.8% among 370,000; activation, % at 6.8 µM; AID 687014;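 active = activation above a cutoff set at the mean of all screened compounds plus 3 SD, cut at about 10% in these data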;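 note: 0% = DMSO wells and 100% = sodium butyrate wells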
DAX1 inh-1: inhibitors of human orphan nuclear receptor DAX1 (NR0B1) | P51843 | HEK293 Gal4-DAX1 luciferase reporter, luminescence | inhibition, % at 6.75 µM | hit rate 0.99% among 340,000 | AID 504766;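 active = inhibition above the mean over all tested compounds plus 3 SD, cut at about 4.2% in these data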;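 note: 0% = DAX1-transfected cells with DMSO and 100% = empty-vector control cells with DMSO; inhibition shows as a rise in luminescence from relieved DAX1 repression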
Target sequence (P51843 207-470 limits assumed): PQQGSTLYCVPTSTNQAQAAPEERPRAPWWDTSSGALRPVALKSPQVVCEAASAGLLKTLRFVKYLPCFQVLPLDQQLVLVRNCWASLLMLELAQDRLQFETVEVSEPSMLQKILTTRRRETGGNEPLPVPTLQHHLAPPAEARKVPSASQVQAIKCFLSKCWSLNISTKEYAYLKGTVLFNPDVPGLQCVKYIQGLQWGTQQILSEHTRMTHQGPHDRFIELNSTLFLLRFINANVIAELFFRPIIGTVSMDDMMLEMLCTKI
FXN GAA850 act: activators of GAA850 frataxin (FXN) promoter; HEK293 lucGAA850 FXN promoter luciferase reporter, 24 h; percent of 10 µM SAHA response; AID 540364; activation, % at 6 µM; hit rate 0.56% among 360,000;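 active = activation above the average of all compounds screened plus 3 SD, cutoff fixed separately per campaign, cut at about 7.5% in these data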;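 note: 0% = DMSO wells and 100% = 10 µM SAHA wells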
hcDAF12 agonist: activators of H. contortus DAF-12 nuclear receptor; activation, % at 6.8 µM; AID 652067; hit rate 1.4% among 370,000; HEK293 hcDAF-12 lit1-tk-luc reporter, luminescence; 0% DMSO, 100% Δ7-dafachronic acid;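 active = activation above the mean of all tested compounds plus 3 SD, cut at about 5.5% in these data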;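 note: 100% = response to 3 µM Δ7-dafachronic acid high control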
sPLA2-III inh: Inhibits HGIII-sPLA2 liposome hydrolysis, primary screen; QFRET BODIPY PC-A2 liposome hydrolysis, fluorescence; hit rate 0.56% among 370,000; inhibition, % at 12.2 µM;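 active = inhibition above mean plus 3 SD of compounds lying within the high and low control bounds, cut at about 19% in these data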;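 note: 0% = median of test compound wells and 100% = no enzyme DMSO wells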
DAX1 inh-2: inhibitors of DAX1 repression of SF-1 activated StAR promoter; hit rate 1.1% among 370,000; AID 652010; HEK293T StAR-luciferase reporter, SF-1/DAX-1 repression relief; inhibition, % at 6.8 µM;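 active = inhibition above the mean over all tested compounds plus 3 SD, cut at about 3.6% in these data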;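 note: 0% = DAX-1 cells with DMSO and 100% = cells lacking DAX-1 with DMSO; higher inhibition means more luminescence from relief of DAX-1 repression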
ssDAF-12 act: S. stercoralis DAF-12 activation, primary screen; HEK293 ssDAF-12/GRIP1 lit1-tk-luc reporter, luminescence; % of 3 µM dafachronic acid response; activation, % at 6.8 µM; hit rate 1% among 370,000; AID 652126;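 active = activation above the mean over all tested compounds plus 3 SD, cut at about 0.9% in these data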;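 note: 0% = DMSO-only wells and 100% = 3 µM delta7-dafachronic acid wells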
Rev-erbA mod: Rev-erb alpha (human) modulation; AID 1259318; activity, % at 10 µM; hit rate 0.79% among 370,000; Rev-erbα–FITC-DNA binding, fluorescence polarization, 90 min; P20393;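 active = activity above about 14%, limit read from the data; passing the limit was not always enough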;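 note: 0% = DMSO wells with 35 nM protein and 100% = DMSO wells with 750 nM protein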
Target sequence (P20393 whole entry, looked up): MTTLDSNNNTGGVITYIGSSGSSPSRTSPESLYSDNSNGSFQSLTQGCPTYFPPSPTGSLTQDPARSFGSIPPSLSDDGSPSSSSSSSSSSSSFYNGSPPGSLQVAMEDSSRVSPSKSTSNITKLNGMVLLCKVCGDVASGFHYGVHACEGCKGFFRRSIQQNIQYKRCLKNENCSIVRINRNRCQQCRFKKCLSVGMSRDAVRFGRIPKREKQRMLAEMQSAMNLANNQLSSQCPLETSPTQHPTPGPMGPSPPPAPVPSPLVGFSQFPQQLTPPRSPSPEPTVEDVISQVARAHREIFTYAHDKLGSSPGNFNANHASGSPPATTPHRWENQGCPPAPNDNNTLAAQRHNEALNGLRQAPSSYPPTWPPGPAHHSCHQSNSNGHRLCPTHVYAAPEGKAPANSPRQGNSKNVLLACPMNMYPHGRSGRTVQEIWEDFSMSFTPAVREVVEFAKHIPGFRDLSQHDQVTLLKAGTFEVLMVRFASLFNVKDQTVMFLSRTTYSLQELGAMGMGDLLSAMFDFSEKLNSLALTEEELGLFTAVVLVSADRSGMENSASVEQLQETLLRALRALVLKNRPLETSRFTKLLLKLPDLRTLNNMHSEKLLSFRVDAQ
SMARCA2 act: increases SMARCA2 function in MMTV reporter cells. hit rate 1% among 370,000. AID 652017. activation, % at 9.1 µM. MG213 cells, MMTV-luciferase reporter, dexamethasone, overnight; in the data active = activation above about 7.8%;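 note: 0% = vehicle wells and 100% = reference activator wells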
* = called active by the depositor; i = inactive; nt = not tested or not shown. The order is random, and some 7% of all compounds hit somewhere here.

Molecule,hcDAF12 agonist,FXN GAA850 act,PLCb3 inh,ssDAF-12 act,Rev-erbA mod,DAX1 inh-1,PG9 binder,SMARCA2 act,sPLA2-III inh,hgDAF12 agonist,DAX1 inh-2
COC(=O)[C@]12C[C@H](CC(=O)NCc3ccc(OC)c(OC)c3)C(=O)N(CCC3=CCCCC3)C1=C[C@H](COCc1ccccc1)O[C@@H]2C,-0.6,nt,0,-1.6,-5,nt,-1.2,-5,-17,-0.3,-1.1
Cc1cccc(C(=O)Nc2cc(=O)n(C)c(=O)n2C)c1,-0.7,1.6,0,-1.3,-2,1.4,0.2,-1,3,-0.1,0.7
O=C(C1CCC(=O)N(C2CCCC2)C1)N1CCN(c2ccccc2Cl)CC1 (stereo unspecified),1.1,0.7,4,-1.3,-2,-0.2,-1.0,2,2,-0.8,-2.7
CCOC(=O)C1CCCN(Cc2cc(=O)oc3cc(C)ccc23)C1 (stereo unspecified),-1.6,2.5,-6,0.2,3,1.4,2.3,1,0,-1.4,1.4
COc1ccc(OCC(=O)Nc2ccc3c(c2)n(C)c(=O)n3C)cc1,0.5,1.3,-7,-1.2,0,1.9,1.0,-3,-1,-1.2,-0.6
CC(C)OCCCNc1nc2c(cnn2C)c(=O)[nH]1,1.7,-1.7,-2,-1.4,-1,0.4,-0.8,2,-10,0.8,1.1
NC(=O)c1nsc(C(=O)N(Cc2ccccc2F)C(C(=O)NCC2CCCO2)c2ccc(F)cc2)c1N (stereo unspecified),-1.9,-5.9,-84,-0.9,2,0.1,-0.8,3,4,0.0,-0.6
Nc1ccccc1C#CC(=O)c1ccccc1,0.6,14*,-4,-0.8,5,-1.5,-2.2,3,-1,-2.4,0.7
O=C(/C=C/c1ccco1)Nc1sc2c(c1C(=O)O)CCC2,-0.4,3.9,-28,0.0,-7,0.3,-0.2,2,-11,3.1,0.9
CCOC(=O)c1[nH]c2cc(OC)c(OC)cc2c1NC(=O)c1ccc2c(c1)OCO2,-1.9,-2.1,-17,-1.4,-19,-0.1,-0.5,-2,-2,-3.8,-0.9
CCOC(=O)c1ccc(-c2c(C(=O)OCC)oc3cc(O)c(CC)cc3c2=O)o1,-1.9,0.5,-4,-1.6,-2,-0.1,1.5,-3,-19,-0.3,-0.3
CCN(Cc1ccccc1)S(=O)(=O)c1csc(C(N)=O)c1,-3.1,0.5,-1,-1.4,0,0.0,0.5,-1,0,0.0,0.3
O=C(O)c1cc(-c2cc3ccccc3o2)nn1-c1ccccc1,5.8*,1.7,-20,2.5*,-3,0.6,-1.5,0,-7,1.9,0.1
CN1CCCN(C(=O)/C=C/c2ccc(Cl)cc2Cl)CC1,-0.9,3.3,1,-1.3,4,0.6,-0.9,4,-5,3.6,-0.2
COc1ccccc1Nc1nc(N)nc(CSc2nnc(C)s2)n1,-0.5,3.1,-1,-1.6,-4,0.2,1.4,-2,-8,0.7,0.1
Cc1ccc(C(O)c2ncc(-c3ccccc3Cl)[nH]2)cc1 (stereo unspecified),-1.3,1.3,0,-1.1,1,nt,-2.2,1,-2,4.3,0.2
CCOC(=O)C1=CC[C@@H](c2ccco2)N(S(=O)(=O)c2ccc(C)cc2)[C@H]1C(=O)OCC,-1.3,-1.2,2,-1.6,3,-0.5,-1.1,1,-3,0.0,-0.5
CN(Cc1ccccc1)S(=O)(=O)c1ccc(Cl)c(C(=O)OCC(=O)NC2CCS(=O)(=O)C2)c1 (stereo unspecified),-0.3,-0.5,-7,-1.5,6,0.0,2.4,-2,-3,0.7,-0.6
CC(C)(C)OC(=O)N1CCC(C(=O)Nc2cccc(C(=O)NCc3ccccc3)c2)CC1,-4.4,-1.5,4,-0.9,-2,-2.0,-1.1,-3,-6,-4.6,-0.5
O=C(NCc1nc2ccccc2[nH]1)C1=C[C@@H](c2ccc(Br)cc2)C[C@@H](OCc2ccc(CO)cc2)O1,-0.8,1.2,-5,-1.5,-1,-0.1,-0.5,0,-32,-2.9,-1.1
Fc1ccc2cc(C3=CCCCC3)ncc2c1,-2.3,nt,-13,-0.8,-3,nt,-1.4,2,-8,-0.6,-0.1
Cc1sc(C(C2C(=O)CC(C)(C)CC2=O)C2C(=O)CC(C)(C)CC2=O)cc1[N+](=O)[O-],3.6,2.0,0,-1.1,7,0.5,-1.5,-1,14,-2.1,-0.3
O=C1CCC(C(=O)OCC(=O)Nc2ccc(SC(F)F)cc2)=NN1,-0.4,1.5,6,-0.4,6,0.3,1.0,-6,0,-1.5,2.2
C/C=C/C(=O)N1CCC(C(=O)NCC2COc3ccccc3O2)CC1 (stereo unspecified),-1.2,nt,4,-1.2,-9,nt,nt,-5,6,0.5,0.1
O=C(Nc1ccn(Cc2ccccc2)n1)c1cccc(F)c1,8.2*,2.6,1,0.6,8,0.5,-0.8,6,-7,20*,4.4*
COc1cc2ccccc2cc1-c1nnc(COc2ccccc2)o1,-2.5,0.0,4,-1.8,-5,2.3,-1.0,6,2,1.2,-0.4
CCCCN1CCC(=O)NC1=O,-1.2,0.3,-4,-1.3,5,1.9,3.4,-2,10,0.2,0.0
CSc1nc2nc3c(cc2c(=O)n1-c1cccc(C)c1)COC(C)(C)C3,-1.6,-0.2,-6,-1.1,4,nt,-2.2,-4,5,0.3,-0.5
CCN(CC)CC(=O)N1c2ccccc2Oc2c(c(=O)n(C)c(=O)n2C)C1c1cccc([N+](=O)[O-])c1 (stereo unspecified),1.1,-1.7,-3,-1.6,-2,0.8,-1.2,-4,4,-0.1,0.0
Cc1cc(C)c(C(=O)COC(=O)Cn2cnnn2)cc1C,1.2,-2.2,0,-0.9,2,0.0,0.6,-3,-13,1.9,0.3
CC(=O)Nc1cc(NC(C)=O)c2nc(N)sc2c1,-0.5,2.2,2,-1.2,nt,1.3,-2.1,-1,-1,-2.1,0.6
COc1ccc(C(=O)COc2cccc(NC(=O)c3ccco3)c2)cc1,-0.3,-0.3,3,-1.2,1,-0.8,-1.6,-1,-8,0.6,-0.4
CCOC(=O)C1=NOC(C(=O)NN(C)c2ncc(C(F)(F)F)cc2Cl)C1 (stereo unspecified),-0.3,0.7,0,-0.5,-1,-0.4,0.0,1,-2,3.1,0.7
CC1(OC(=O)CCc2ccccc2)C(=O)C=C2C=C(c3ccc(C#N)cc3)N(C3CC3)C=C2C1=O (stereo unspecified),-2.6,-2.8,-108,-1.5,4,-0.7,-2.0,0,-2,-3.6,1.0
CCN(CC)C(=O)c1ccccc1NC(=O)c1ccccc1SC,-0.1,-0.2,2,-1.3,6,0.6,-1.4,1,0,-2.3,0.0
O=C(NCCOCC(F)(F)C(F)F)c1cc(F)c(F)cc1Cl,-2.0,-0.4,2,-0.9,0,0.7,-1.2,-2,12,4.6,-0.1
O=C(O)c1ccccc1/C=N/NC(=O)c1cc(-c2ccco2)nc2ccccc12,2.7,3.4,i,2.9*,-29,-0.5,0.3,-4,8,4.2,-0.2
CCCC(c1nnnn1CS(=O)(=O)c1ccc(C)cc1)N1CCN(C2CCCC2)CC1 (stereo unspecified),-0.8,0.5,-10,-0.7,-1,-0.1,1.1,-2,-2,0.9,0.0
CCOC(=O)[C@@H]1[C@H]2COc3ccc(Br)cc3[C@@H]2N2C(=O)N(c3cccc(Cl)c3)C(=O)[C@]12C,-0.6,1.1,2,-1.6,3,-0.2,1.0,-3,5,-1.2,0.5
Cn1c(=O)c2[nH]c(COc3ccccc3)nc2n(C)c1=O,0.0,0.4,-57,-1.4,-1,0.2,1.1,0,17,-1.1,-0.7
CC(C)C(OC(=O)/C=C/c1ccc2c(c1)OCO2)C(=O)NC(N)=O (stereo unspecified),-1.9,2.6,-45,-2.2,-1,0.0,-0.8,-3,4,1.7,1.4
O=C(CNCC1CCCCC1)Nc1ccccc1N1CCCCC1,-1.5,-1.0,0,-0.9,2,-0.6,0.7,-4,-4,-0.6,-0.1
O=C1NC[C@H](CCCCN2CCN(Cc3ccccc3)C(=O)C2=O)N(CC2CCCCC2)C1=O,-0.1,nt,3,-0.6,7,nt,-0.3,-2,2,0.1,-0.6
O=C(NCCc1ccccc1)OCc1cn(Cc2ccccc2F)nn1,-0.7,nt,1,0.7,-1,nt,nt,-1,7,-1.0,0.3
CCc1ccccc1NC(=O)c1cc(-c2ccc(OC)cc2)on1,0.1,1.2,-4,-0.1,6,0.9,-0.5,0,-3,0.6,-0.3
COc1ccc(C(=O)NCC2COc3ccccc3O2)cc1S(=O)(=O)N1CCOCC1 (stereo unspecified),-1.1,1.1,-5,-1.7,1,-0.1,-0.9,-2,2,-0.9,-0.2
COc1ccc(-c2cc(OC)c3ccccc3n2)cc1,3.9,2.8,-158,-0.8,-4,1.6,-1.4,0,9,1.4,0.3
CCOC(=O)C1(CCOc2ccccc2)CCN(Cc2cc(OC)c3c(c2)OCO3)CC1,-1.1,-3.6,5,-1.7,-5,0.0,-2.1,-3,-17,-0.4,-1.8
C/C(=N/NC(=O)c1cc(C2CC2)[nH]n1)c1cccs1,5.7*,-2.3,3,0.0,-4,-1.8,-1.5,5,4,15*,3.8*
COc1cc(/C=N/NC(=O)C(Cc2c[nH]c3ccccc23)NC(=O)OCc2ccccc2)cc([N+](=O)[O-])c1O (stereo unspecified),2.4,-0.8,9,-1.7,5,0.7,-6.4,-1,-38,-0.6,0.5

The list goes on:
Molecule,hcDAF12 agonist,FXN GAA850 act,PLCb3 inh,ssDAF-12 act,Rev-erbA mod,DAX1 inh-1,PG9 binder,SMARCA2 act,sPLA2-III inh,hgDAF12 agonist,DAX1 inh-2
CN(C)CCCn1c(SCC(=O)Nc2nc(-c3cccc(Br)c3)cs2)nc2ccccc2c1=O,0.7,2.2,-8,-1.1,-3,-0.5,-1.1,3,4,2.9,0.3
Cc1ccc(C(=O)C(C)OC(=O)Cn2[nH]c(=O)c3ccccc3c2=O)cc1C (stereo unspecified),0.9,3.5,-13,-1.1,2,1.2,-1.1,-1,2,-0.9,0.9
CCOC(=O)/C=C/c1ccc2c(c1)S(=O)(=O)N(Cc1ccc(OC)cc1)[C@H]2CC(=O)OCC,-2.2,1.1,-2,-1.1,-2,-0.9,0.9,1,-5,-0.7,-0.7
COC(=O)c1ccc(COc2cc([N+](=O)[O-])cc3cccnc23)o1,-1.2,1.5,0,-1.3,2,-0.2,1.3,1,-2,1.2,0.3
Cc1ccc2c(c1)N(CC(=O)NCc1ccco1)C(=O)CO2,-2.0,3.2,-9,-1.2,-8,-0.2,-1.3,0,3,0.6,-0.8
O=C(COC(=O)Cn1ccc(=O)[nH]c1=O)Nc1ccc(F)cc1,0.1,-1.1,5,-0.8,0,-0.2,1.4,3,2,2.0,-0.3
